Source: PubChem BioAssay
HGIII-sPLA2 inh: Blocks human group III sPLA2 activity; inhibition, % at 12.2 µM; 0.56% of 370,000 active; QFRET BODIPY PC-A2 liposome hydrolysis, fluorescence; Q9NZ20;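 active means inhibition above mean plus 3 SD of compounds lying within the high and low control bounds, cut at about 19% in these data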;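 further: 0% = median of test compound wells and 100% = no enzyme DMSO wells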
Target sequence (Q9NZ20 whole entry, looked up): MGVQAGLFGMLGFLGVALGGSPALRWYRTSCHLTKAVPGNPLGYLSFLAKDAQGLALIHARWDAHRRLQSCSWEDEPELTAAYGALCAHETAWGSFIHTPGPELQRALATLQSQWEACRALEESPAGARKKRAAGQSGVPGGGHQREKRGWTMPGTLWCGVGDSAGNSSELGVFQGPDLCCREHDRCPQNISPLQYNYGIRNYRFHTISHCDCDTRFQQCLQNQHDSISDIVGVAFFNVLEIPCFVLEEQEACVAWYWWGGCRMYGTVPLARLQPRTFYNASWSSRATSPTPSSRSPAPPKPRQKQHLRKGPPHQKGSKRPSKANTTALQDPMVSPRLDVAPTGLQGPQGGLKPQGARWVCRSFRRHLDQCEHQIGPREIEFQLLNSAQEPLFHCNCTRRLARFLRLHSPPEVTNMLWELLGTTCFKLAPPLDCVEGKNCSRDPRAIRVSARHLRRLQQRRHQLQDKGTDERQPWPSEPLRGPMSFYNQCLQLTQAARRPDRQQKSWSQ
DAX1 inh-1: inhibitors of DAX1 repression of SF-1 activated StAR promoter. HEK293T StAR-luciferase reporter, SF-1/DAX-1 repression relief. inhibition, % at 6.8 µM. 1.1% of 370,000 active. AID 652010;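 active means inhibition above the mean over all tested compounds plus 3 SD, cut at about 3.6% in these data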;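 further: 0% = DAX-1 cells with DMSO and 100% = cells lacking DAX-1 with DMSO; higher inhibition means more luminescence from relief of DAX-1 repression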
GC-B act: GC-B (human) receptor activation. P20594. HEK293-GC-B cells, CNP EC30, cGMP TR-FRET; 0% at EC30 CNP, 100% saturating CNP. activation, % at 10 µM. 0.11% of 370,000 active. AID 1920062;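 active means activation at 10 µM reaching about 35% in either raw or pattern-adjusted values, limit read from the data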
DAX1 inh-2: NR0B1 (DAX1) inhibition | P51843 | HEK293 Gal4-DAX1 luciferase reporter, luminescence | inhibition, % at 6.75 µM | 0.99% of 340,000 active | AID 504766;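 active means inhibition above the mean over all tested compounds plus 3 SD, cut at about 4.2% in these data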;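 further: 0% = DAX1-transfected cells with DMSO and 100% = empty-vector control cells with DMSO; inhibition shows as a rise in luminescence from relieved DAX1 repression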
Target sequence (P51843 207-470 limits assumed): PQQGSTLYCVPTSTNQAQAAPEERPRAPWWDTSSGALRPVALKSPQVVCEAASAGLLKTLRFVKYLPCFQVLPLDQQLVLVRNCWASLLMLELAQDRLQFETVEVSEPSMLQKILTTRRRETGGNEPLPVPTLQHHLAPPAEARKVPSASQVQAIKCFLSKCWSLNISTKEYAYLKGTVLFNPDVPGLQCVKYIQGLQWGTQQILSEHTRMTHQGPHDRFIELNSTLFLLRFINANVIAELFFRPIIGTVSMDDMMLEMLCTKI
ADAM10 inh: inhibitors of human ADAM10; O14672; recombinant ADAM10, EDANS/DABCYL FRET peptide cleavage, 3 h; inhibition, % at 7 µM; 0.62% of 370,000 active; AID 720582;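 active means inhibition above a per-campaign cutoff equal to the mean of compounds falling between control-based bounds plus 3 SD, cut at about 20% in these data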;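 further: 0% = DMSO wells while the 100% control is not disclosed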
hcDAF-12 act: activates DAF-12 receptor from parasite H. contortus; activation, % at 6.8 µM; HEK293 hcDAF-12 lit1-tk-luc reporter, luminescence; 0% DMSO, 100% Δ7-dafachronic acid; 1.4% of 370,000 active; AID 652067;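 active means activation above the mean of all tested compounds plus 3 SD, cut at about 5.5% in these data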;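 further: 100% = response to 3 µM Δ7-dafachronic acid high control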
ssDAF-12 act: activators of S. stercoralis DAF-12 nuclear receptor | HEK293 ssDAF-12/GRIP1 lit1-tk-luc reporter, luminescence; % of 3 µM dafachronic acid response | activation, % at 6.8 µM | 1% of 370,000 active | AID 652126;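 active means activation above the mean over all tested compounds plus 3 SD, cut at about 0.9% in these data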;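 further: 0% = DMSO-only wells and 100% = 3 µM delta7-dafachronic acid wells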
hgDAF12 agonist: activates the H. glycines DAF-12 receptor ligand-binding domain; HEK293 GAL4-hgDAF12 UAS-luciferase reporter, agonist luminescence; normalized to butyrate control; activation, % at 6.8 µM; 1.8% of 370,000 active;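 active means activation above a cutoff set at the mean of all screened compounds plus 3 SD, cut at about 10% in these data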;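 further: 0% = DMSO wells and 100% = sodium butyrate wells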
GAA850 FXN act: frataxin GAA850 promoter activation; AID 540364; HEK293 lucGAA850 FXN promoter luciferase reporter, 24 h; percent of 10 µM SAHA response; 0.56% of 360,000 active; activation, % at 6 µM;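 active means activation above the average of all compounds screened plus 3 SD, cutoff fixed separately per campaign, cut at about 7.5% in these data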;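 further: 0% = DMSO wells and 100% = 10 µM SAHA wells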
NPR1 activator: GC-A (human) enzyme activation; activation, % at 10 µM; P16066; AID 1671463; HEK293 GC-A cells, cGMP TR-FRET, EC30 ANP; 0% at EC30 ANP, 100% saturating ANP; 0.14% of 370,000 active; in the data active means activation above about 40%
SMARCA2 act: activators of SMARCA2 function. 1% of 370,000 active. MG213 cells, MMTV-luciferase reporter, dexamethasone, overnight. AID 652017. activation, % at 9.1 µM; in the data active means activation above about 7.8%;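 further: 0% = vehicle wells and 100% = reference activator wells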
* = called active by the depositor; . = not tested or not shown. Rows were taken by chance. About 6.6% of those tested had a hit in this group.

SMILES	HGIII-sPLA2 inh	DAX1 inh-1	GC-B act	DAX1 inh-2	ADAM10 inh	hcDAF-12 act	ssDAF-12 act	hgDAF12 agonist	GAA850 FXN act	NPR1 activator	SMARCA2 act
CCOc1ccc(Cc2noc3c2C(=O)CCC3)cc1OCC	3	0.1	3	0.5	7	-1.9	-1.7	1.3	1.3	0	1
O=C(COC(=O)COc1ccc(Cl)cc1)NCc1ccc2c(c1)OCO2	2	1.0	3	-0.1	-2	-0.3	-0.9	1.3	-0.8	1	-2
Cc1nc2ccc(C(=O)OCc3nnc(-c4ccccc4)o3)cc2nc1C	-6	0.6	-2	0.9	-5	0.7	-1.3	-1.9	-2.0	2	2
C=CCSc1nnc(NC(=O)CSCc2c(C)noc2C)s1	6	-0.9	0	-0.1	-2	0.2	-1.5	-1.1	-0.3	-7	-6
CCCCn1cnc2c(SCc3ccc([N+](=O)[O-])cc3)nc(N)nc21	2	-0.1	13	-1.3	-10	-2.8	-1.7	-3.6	6.5	4	-1
Cc1nc(Cl)c(C(=O)NC(C)(C)C)c(C)c1Cl	9	0.3	0	2.0	-3	0.4	0.0	0.3	-0.5	3	-3
Nc1cc2c(cc1Br)-c1c(C(=O)O)cccc1C2O (stereo not given)	12	-0.6	0	1.3	-131	-0.1	-1.3	1.0	-3.1	-5	-5
Cn1c(N2CCOCC2)c(/C=N/OC(=O)c2cccnc2Cl)c2ccccc21	8	-1.2	-7	-0.8	-6	3.9	-0.3	0.9	4.0	-1	-1
CCOC(=O)N1CCN(C(=O)Nc2cccc(Cl)c2)CC1	2	0.2	-1	-0.6	-9	-2.6	-2.1	-0.5	-0.6	1	0
CCC(NC(=O)NC1CCCCC1)c1ccccc1 (stereo not given)	10	0.3	-2	3.2	7	0.9	-1.1	-0.5	-0.2	1	-5
CCOc1ccc(C2C(C#N)=C(N)Oc3nc[nH]c(=O)c32)cc1OC (stereo not given)	-2	-0.1	-5	-0.8	-12	-2.5	-0.9	1.0	2.8	1	0
Cc1cccc(NC(=O)C(C)Sc2ncnc3sccc23)c1 (stereo not given)	-7	-1.9	3	0.2	10	-0.4	-1.4	-3.5	-1.1	-10	-7
CCn1cc(CNC(=O)c2cccc([N+](=O)[O-])c2)cn1	0	-0.6	2	0.6	2	-0.5	-1.3	-1.4	2.9	-1	-4
Cc1ccc2nc(CSc3nnc(-c4ccncc4)n3C)cc(=O)n2c1	1	-0.2	4	0.0	-42	0.7	-1.8	0.4	0.6	4	-2
S=c1[nH]c2cc(Br)cnc2[nH]1	2	0.4	0	1.0	-1	-1.0	-1.2	-1.4	2.2	3	1
Cc1cccc(N2CCN(CC(=O)N(C)Cc3ccccc3)CC2C)c1 (stereo not given)	3	-0.6	-1	-0.4	5	-3.3	-1.3	0.7	0.8	0	1
O=C(Nc1ccc(S(=O)(=O)Nc2ncccn2)cc1)c1ccc(Br)cc1	6	0.1	-1	0.0	-7	-0.3	-1.0	0.1	-1.5	3	-3
CCCCNC1c2ccccc2C(=O)N1Cc1ccccc1 (stereo not given)	-3	-0.4	-13	-0.8	-2	-0.4	-1.8	1.1	2.0	-17	2
COc1cc(C(=O)c2ccccc2)c(OC)cc1C(=O)Nc1ccc(O)cc1	-32	-0.9	-4	-2.5	30*	-4.7	-2.2	-5.8	1.0	-2	-2
O=C(c1cc(-c2ccc(F)cc2)no1)N1CCN(Cc2ccc3c(c2)OCO3)CC1	4	-0.9	-1	1.0	-8	0.0	-0.8	-0.2	-0.3	5	-1
O=C1c2ccccc2C(=O)N1CCOc1ccccc1	2	3.2	-9	2.1	-4	6.9*	1.2*	14*	2.4	-9	6
OC[C@H]1O[C@@H](c2nc(-c3ccc4c(c3)CCO4)no2)[C@H](O)[C@@H](O)[C@H]1O	0	1.0	1	.	1	-1.2	-0.9	-2.1	2.7	1	-5
Nc1nonc1-c1noc(-c2ccccc2)n1	1	0.6	-2	-0.6	0	-1.6	-1.4	4.4	2.4	-1	6
COc1ccc(CNC(=O)C2CC(c3cccc([N+](=O)[O-])c3)=NO2)cc1 (stereo not given)	0	0.3	1	2.2	2	2.1	-0.5	8.5	3.6	-3	4
O=C(c1cccc(Br)c1)N1CCN(C(=O)c2cccc(Br)c2)CC1	8	-0.2	3	-1.1	4	-0.8	-0.7	0.4	0.2	-3	8.8*
COc1ccc(CCC(=O)OC(C)C(=O)c2ccc(C)cc2)cc1 (stereo not given)	10	-0.3	1	1.7	-1	-1.5	-1.3	1.3	-2.3	4	0
CC(c1ccccc1)n1cc(C(=O)NCc2ccncc2)nn1 (stereo not given)	3	-0.3	0	1.7	1	1.9	-1.2	0.1	0.5	-4	-2
Cc1ccc(/C=N/Nc2ncnc3nc[nH]c23)cc1	-6	1.1	-3	5.6*	4	-0.8	-0.5	9.4	17*	-3	5
CC(C)(C)N1CC(COc2ccccc2)OC1=O (stereo not given)	3	0.5	4	0.6	6	0.1	-0.8	1.2	0.0	-1	-1
CCN1CCN(C(=O)/C=C/c2ccc3c(c2)OCO3)CC1	0	0.8	2	0.0	-84	0.2	-1.1	-1.8	1.1	0	-1

Three of the entries above in order of their number in NPR1 activator, low to high.
Compound | NPR1 activator
Nc1cc2c(cc1Br)-c1c(C(=O)O)cccc1C2O (stereo not given) | -5
CCOc1ccc(C2C(C#N)=C(N)Oc3nc[nH]c(=O)c32)cc1OC (stereo not given) | 1
CCCCn1cnc2c(SCc3ccc([N+](=O)[O-])cc3)nc(N)nc21 | 4

Additional records.
SMILES	HGIII-sPLA2 inh	DAX1 inh-1	GC-B act	DAX1 inh-2	ADAM10 inh	hcDAF-12 act	ssDAF-12 act	hgDAF12 agonist	GAA850 FXN act	NPR1 activator	SMARCA2 act
O=C(c1[nH]c(C(F)(F)F)nc1-c1ccccc1)N1CCN(c2cccc(C(F)(F)F)n2)CC1	-9	-2.4	-3	.	-58	-2.4	-1.3	-1.5	.	2	-5
Cc1ccc(C(=O)NNC(=O)CSc2nc(N)cc(N)n2)cc1	-1	0.4	-6	2.0	-15	-1.0	-0.9	1.4	1.4	-3	-3
CCOC(=O)C1CCN(C(=O)c2cc(S(=O)(=O)N3CCCCC3)ccc2C)CC1	2	-0.2	-1	-0.1	5	-0.3	-0.3	-1.7	-0.2	2	1
CC[C@]12c3[nH]c4cc(CCC(=O)N(C)C)ccc4c3CCN1C(=O)[C@@H](CC(=O)NCCCn1ccnc1)C[C@@H]2C(=O)N1CCN(C(=O)C2CC2)CC1	-2	-0.2	0	1.3	-6	-1.4	-0.3	4.1	-0.6	3	-1
CCN1CCCC1CNC(=O)CCc1nnc(CCC2CCCCC2)o1 (stereo not given)	-3	1.1	-4	0.2	-2	-0.6	-0.8	-0.9	0.6	0	-2
CN(C)CCCN(C(=O)c1ccc(N2C(=O)CCC2=O)cc1)c1nc2c(F)cccc2s1	-8	-0.1	3	-0.2	-3	-0.3	-1.0	-0.6	0.3	0	-1
COc1ccc(-c2c(-c3ccsc3)oc(=O)c3cc(OC)c(OC)cc23)cn1	2	0.0	9	1.4	-6	-1.1	-1.3	0.2	1.8	-1	0
O=C(Nc1cccc2ccccc12)c1ccc(F)cc1	2	0.6	-1	0.3	8	-0.1	-0.4	7.0	2.1	5	3
COc1ccc(NS(=O)(=O)c2cc(NC(=O)c3cc(F)c(F)cc3Cl)ccc2N2CCOCC2)cc1	-17	-2.2	5	-1.0	20	-2.1	-1.9	0.0	-1.1	1	0
CCOc1ccc(N(CC(=O)NCC2CCCO2)S(=O)(=O)c2ccc(C)cc2)cc1 (stereo not given)	2	-0.1	-3	-0.1	-5	-1.6	-1.4	-0.5	0.8	3	0
O=C(CSc1nc2ccccc2o1)NC1CCCC1	4	-0.5	3	-0.6	-13	-1.0	-0.5	-1.4	7.6*	3	-4
CCn1nc(C)c(Br)c1-c1nc(CS(=O)(=O)c2ccc(F)cc2)no1	-25	0.1	-3	0.2	-3	-0.4	-1.5	-0.1	-1.5	-6	-1
COc1cc(C(O)CO)ccc1O (stereo not given)	12	0.5	-2	1.6	-2	-1.2	-1.2	2.3	0.6	2	-7
Cn1c(=O)c2c(nc(SCc3cccnc3)n2Cc2ccc(F)cc2)n(C)c1=O	4	0.3	11	-0.2	0	-1.1	-1.6	-1.4	0.8	9	-1
CCOc1ccc(N2CC(C(=O)Nc3ccccc3C(=O)N3CCOCC3)CC2=O)cc1 (stereo not given)	-1	0.5	-4	-1.1	11	0.7	-0.7	-0.6	-0.1	0	-2
Cc1ccc(NS(=O)(=O)c2ccc(-n3cccn3)cc2)c(C)c1	-14	-2.2	4	-1.0	-1	-0.7	-1.6	-2.1	1.5	-1	-3
O=C(NCC1CCCO1)C1CCN(C2CCN(C(=O)C3CCCCC3)CC2)CC1 (stereo not given)	-2	1.6	2	-0.1	-1	-1.2	-1.4	0.6	1.5	3	-2
C=CCN(C(=O)Nc1ccc2oc(C)nc2c1)c1ccccc1	-5	-0.2	3	0.6	-35	0.7	-1.1	0.3	1.0	0	-3
COC(=O)CSC1=C(C#N)C(c2ccc(Cl)cc2)C(C(=O)OC)C(=O)N1 (stereo not given)	-8	0.2	-7	-0.9	1	-0.5	-1.3	1.5	1.8	-3	-2
CC(C)Cn1c(CN2CCN(C)C(CCO)C2)nc2ccccc21 (stereo not given)	6	-0.4	4	-0.2	-1	-0.5	-1.3	0.5	-0.7	3	-2
CCC1CC(C(=O)Nc2ccccc2)C(=O)O1 (stereo not given)	-36	-0.2	6	0.1	-7	0.3	-0.9	1.5	-0.5	3	-3
